Source: PubChem (Emory University Molecular Libraries Screening Center)
14-3-3g Raf = alters human 14-3-3 gamma binding to Raf peptide | P61981 | FP, 14-3-3gamma / TMR-pS259-Raf peptide binding | inhibition, % at 40 µM | hit rate 0.19% among 160,000 | AID 422; in the data active means inhibition above about 30%;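 further: 0% = protein plus tracer without compound and 100% = blank with tracer alone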
Target sequence (P61981 whole entry, looked up): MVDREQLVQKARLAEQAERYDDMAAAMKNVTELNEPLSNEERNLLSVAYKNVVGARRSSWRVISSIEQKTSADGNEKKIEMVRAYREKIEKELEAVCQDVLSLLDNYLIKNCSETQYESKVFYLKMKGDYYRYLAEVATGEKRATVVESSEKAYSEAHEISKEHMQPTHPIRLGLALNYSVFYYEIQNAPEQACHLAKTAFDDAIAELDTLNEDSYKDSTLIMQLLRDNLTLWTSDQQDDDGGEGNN
Starred values were filed as active, the others as inactive; & = joins results of further samples. These rows are one share of the data (hit frequency here may not be typical).

14-3-3g Raf,canonical_smiles
-94,O=C(NC1CCCC1)C1CN(S(=O)(=O)c2ccccc2)CCN1S(=O)(=O)c1ccccc1 (stereo not drawn)
3,O=S(=O)(O)c1nc2ccccc2n1Cc1ccc(Cl)cc1
3,COc1ccccc1N1C(=O)N(C(C)=O)C2C1Nc1ccccc1N2C (stereo not drawn)
-1,COc1ccc(C(=O)Nc2nc3c(s2)CC(C)CC3)cc1 (stereo not drawn)
0,Cc1ccc(OCc2nnc(SCC(=O)Nc3ccc4c(c3)OCO4)n2C)cc1
-7,Cc1ccc(-c2nc3cccc(C)n3c2Nc2ccc(F)cc2)o1
-2,CCOc1cc(C2Nc3cc(C)c(C)cc3NC3=C2C(=O)CC(C)(C)C3)ccc1OC(=O)C1CC1 (stereo not drawn)
-61,CCCCSc1oc(-c2ccco2)nc1S(=O)(=O)c1ccccc1
-10,N#CC1=C(SCc2ccccc2)NC(=O)CC1c1ccco1 (stereo not drawn)
-29,O=c1nc2n(-c3ccc([N+](=O)[O-])cc3)c3ccc([N+](=O)[O-])cc3cc-2c(=O)[nH]1
-6,COC(=O)CCC(=O)CN
8,Cc1ccc(S(=O)(=O)c2nc(C(c3ccccc3)c3ccccc3)oc2N2CCOCC2)cc1
-4,CC(NC(=O)c1cc2ccccc2o1)C(=O)O (stereo not drawn)
-1&-17,COc1ccc(C2c3c(n[nH]c3C)CC(C)(O)C2C(C)=O)cc1OC (stereo not drawn)
-5,Cc1ccc(-c2cn3cccnc3n2)cc1NC(=O)c1ccc(Br)o1
-31,CCOC(=O)N1CCN(C(=O)CN(c2ccc(OCc3ccccc3)cc2)S(C)(=O)=O)CC1
-9,O=C1CCCC2=C1C(c1ccc(O)cc1)n1nc(SCc3ccccc3)nc1N2 (stereo not drawn)
-2,Cc1cc(C)n2nc(SCC(=O)c3ccccc3)nc2n1
-35,CC(=O)N(C)c1ccc(N=Cc2c(C)[nH]c3ccccc23)cc1
-3,CCOC(=O)N1CCC(NC(=O)CN2C(=O)C(CC)Oc3ccc(C)cc32)CC1 (stereo not drawn)
-4,COC(=O)c1c(C)cc(=O)oc1C
-1,CCc1ccc(NC(=O)N(Cc2c[nH]c3ccccc23)C2CCCCC2)cc1
-11,O=C(NCCO)c1cccc(Nc2nc(-c3ccccc3)c3cc(Cl)ccc3n2)c1
-8,Clc1cccc(C=Nc2ccc(I)cc2)c1
-3,CCCOC(=O)CSc1nc2c(cc1C#N)C(=O)CCC2

Reformatted as a markdown table: part of the list above.
| Compound | 14-3-3g Raf |
| --- | --- |
| Cc1ccc(-c2cn3cccnc3n2)cc1NC(=O)c1ccc(Br)o1 | -5 |
| CCOC(=O)N1CCN(C(=O)CN(c2ccc(OCc3ccccc3)cc2)S(C)(=O)=O)CC1 | -31 |
| O=C1CCCC2=C1C(c1ccc(O)cc1)n1nc(SCc3ccccc3)nc1N2 (stereo not drawn) | -9 |
| Cc1cc(C)n2nc(SCC(=O)c3ccccc3)nc2n1 | -2 |
| CC(=O)N(C)c1ccc(N=Cc2c(C)[nH]c3ccccc23)cc1 | -35 |
| CCOC(=O)N1CCC(NC(=O)CN2C(=O)C(CC)Oc3ccc(C)cc32)CC1 (stereo not drawn) | -3 |

(continued)
14-3-3g Raf,canonical_smiles
-2,CCC(=O)N1CCc2cc(Br)cc(S(=O)(=O)N3CCCC(C(=O)N(C)C4CCCCC4)C3)c21 (stereo not drawn)
-10,O=C1c2ccc(Br)cc2C(=O)N1c1ccc(F)cc1
-7,O=C(Nc1ncnc2sc3c(c12)CCC3)c1ccco1
-2,CCN(CC)C(=O)c1ccc(COc2ccccc2Br)o1
-6,Cc1ccccc1N1C(=O)NC2CC1(C)Oc1ccc(Br)cc12 (stereo not drawn)
-1,O=S(=O)(NCC1CCCO1)c1ccc2c(c1)OCCO2 (stereo not drawn)
0,CCOC(=O)Cc1c(C)nc(N)[nH]c1=O
0,CCOC(=O)Nc1ccc2c(c1)Nc1ccccc1S2
-255,CN(c1ccccc1)S(=O)(=O)c1ccc(C(=O)Nc2nc(-c3ccccc3)cs2)cc1
2,CCOc1ccc(-n2c(Cc3cc(=O)[nH]c(=O)[nH]3)nnc2SCC(N)=O)cc1
-4,COc1cc(C(=O)NCCC(=O)NC2CCCCCCC2)cc(OC)c1OC
-2,Cc1ccc2nc(NC(=O)C3CCCCC3)sc2c1
-9,O=C(c1ccco1)N1CCN(S(=O)(=O)c2ccc3ccccc3c2)CC1
-13,COc1cccc(-n2c(=O)c3c4c(sc3n(CC(=O)NC3CCCC3)c2=O)CCCC4)c1
-11&1,CC(=O)Nc1cn(C(C)=O)c(C)n1
1,Cc1ccc(/C(O)=C2\C(=O)C(=O)N(CC(C)O)C2c2ccc(N(C)C)cc2)cc1 (stereo not drawn)
-1,Cc1cc(C)cc(NC(=O)c2sc(=S)n3c2[nH]c(=O)c2ccccc23)c1
1,Brc1cccc(-c2nnc3n2CCCCC3)c1
-3,COc1ccccc1NC(=O)c1ccc(F)c(S(=O)(=O)N2CCOCC2)c1
-1,CCC(=O)Nc1ccc(-c2nn3c(C)nnc3s2)cc1C
-7,CC1CCCCN1S(=O)(=O)c1ccc2c(c1)CCN2C(=O)CCC(=O)O (stereo not drawn)
-4,CCC(=O)N1CCc2cc(S(=O)(=O)Nc3cc(OC)ccc3OC)ccc21
-7,CCCc1nc(N)nc2c1C(=O)CC(C)(C)C2
-25,CCOC(=O)c1c(C)[nH]c(C(=O)CSc2nnc(CC(C)c3ccccc3)o2)c1C (stereo not drawn)
-5,S=c1[nH]nc(-c2ccccc2Cl)o1

A different layout for 3 compounds above.
molecule,14-3-3g Raf
CCC(=O)Nc1ccc(-c2nn3c(C)nnc3s2)cc1C,-1
CC1CCCCN1S(=O)(=O)c1ccc2c(c1)CCN2C(=O)CCC(=O)O (stereo not drawn),-7
CCC(=O)N1CCc2cc(S(=O)(=O)Nc3cc(OC)ccc3OC)ccc21,-4

(more compounds)
14-3-3g Raf,canonical_smiles
2,COCCn1c(C)cc(C(=O)CSc2nnc3scc(-c4ccc(Cl)cc4)n23)c1C
-4&-12,CN(C)c1cc(-c2ccccc2)nc(N)n1
-11&-3,COc1cccc(N2CCN(C(=O)CCn3c(=S)[nH]c4cc5c(cc4c3=O)OCO5)CC2)c1
4,Cc1cccc(C(=O)Nc2ccc(Cl)c(-c3nc4ncccc4o3)c2)c1
1,O=C(Cn1nnc(-c2cccc(C(F)(F)F)c2)n1)NC(=O)NCc1ccco1
-8,Cc1ccc(-n2c(SCC#N)nc3c(sc4ccccc43)c2=O)cc1
-8,Brc1ccc2ncccc2c1
-10,COC(=O)c1c(NC(=O)c2ccc(S(=O)(=O)N(C)C)cc2)sc2c1CCN(C)C2
-8,O=C(NCc1ccco1)c1nn2c(c1Cl)NC(c1cccs1)CC2C(F)(F)F (stereo not drawn)
-2,COc1ccc(-c2noc(-c3ccc(Br)o3)n2)cc1
-1,COC(=O)c1cc(C(=O)OC)cc(S(=O)(=O)Nc2ccc(Cl)c(N)c2)c1
-1&-8,CN(C(=O)CSc1ncccc1C(=O)O)c1ccccc1
-4,COc1ccccc1Cn1c(=S)[nH]c2cc(C(=O)N3CC(C)CC(C)C3)ccc2c1=O (stereo not drawn)
-10,CCCCCc1nnc(NC(=O)C2CCCO2)s1 (stereo not drawn)
-2,O=C(Cn1ncc2c(=O)oc3ccccc3c21)NCC1COc2ccccc2O1 (stereo not drawn)
-9,COc1ccc(C=Nc2ccc3c(c2)c2nc4ccccc4nc2n3C)c(O)c1
-4,COc1ccc(CSc2nc(C)cc(=O)[nH]2)cc1
0,Cc1nc2ccc3nc(NC(=O)c4ccc(S(=O)(=O)N5CCOCC5)cc4)sc3c2s1
-1,COc1cc(CNC2CCCCC2)cc(Br)c1OCc1cccs1
1,Cc1cc(Br)c(S(=O)(=O)n2nnc3ccccc32)cc1C
-5,CC(=O)c1cccc(NC(=O)c2ccc3c(c2)OCCO3)c1
-1,COc1ccc(S(=O)(=O)N2CCC(NC(=O)Nc3ccc(C)cc3)CC2)cc1
-21,CC(C)Cc1nc(SCC(=O)Nc2nc(-c3ccccc3)cs2)n[nH]1
-4,O=C(c1cccc(F)c1)N1CCN(C(=O)c2cc(-c3ccc(Cl)cc3Cl)on2)CC1
-1,COc1cc(C)c(Br)cc1S(=O)(=O)N1CCCC1

Rewritten comma-delimited: four of the compounds above.
Molecule,14-3-3g Raf
Brc1ccc2ncccc2c1,-8
COCCn1c(C)cc(C(=O)CSc2nnc3scc(-c4ccc(Cl)cc4)n23)c1C,2
CCCCCc1nnc(NC(=O)C2CCCO2)s1 (stereo not drawn),-10
COc1cc(CNC2CCCCC2)cc(Br)c1OCc1cccs1,-1

New compounds follow:
14-3-3g Raf,canonical_smiles
-4,O=C(COc1ccccc1)NC(Cc1c[nH]c2ccccc12)C(=O)O (stereo not drawn)
-5,Cc1[nH]nc2c1C(c1ccccc1F)CC(=O)N2 (stereo not drawn)
-1,CCn1cc(NC(=O)Nc2ccccc2C(=O)OC)c(C(N)=O)n1
-2,Cc1c(C(=O)Nc2ccccc2Cl)oc2ccc(S(=O)(=O)N3CCOCC3)cc12
-3,COCCOC(=O)C1=C(C)NC2=C(C(=O)C(C(=O)OC)C(C)C2)C1c1ccc(F)cc1 (stereo not drawn)
-117,CCOC(=O)c1c(N=c2oc3ccccc3cc2C(N)=O)sc2c1CCCC2
-11,CC(=O)C12c3ccccc3C(c3ccccc31)C1C(=O)N(c3ccc([N+](=O)[O-])cc3Br)C(=O)C12 (stereo not drawn)
-8,COc1ccc(OC(C)C(=O)NC2CC(C)(C)NC(C)(C)C2)cc1 (stereo not drawn)
-5,Cc1cccc(OCCSc2nc3ccccc3n2CC(N)=O)c1
-5,Cc1cnc(C(=O)Nc2ccc3c(c2)CCC3)cn1
-2,COc1ccc(-n2c(SCC(=O)NCC3CCCO3)nc3n[nH]c(C)c3c2=N)cc1 (stereo not drawn)
-11,NS(=O)(=O)c1ccc(CCNC(=O)CSc2nc3ccc(Br)cc3c3nc4ccccc4n23)cc1
-10,Cc1ccc(-n2nc(C(=O)N3CCC(C#N)CC3)c3c4ccccc4n(C)c3c2=O)cc1
-1,CCC(=O)N1CCc2cc(Br)cc(S(=O)(=O)N3CC=C(c4ccccc4)CC3)c21
7,Cc1ccccc1Nc1c(-c2c[nH]c3ccccc23)nc2ccccn12
-9,CCOC(=O)C1=C(C)NC(SCC(=O)Nc2cc(C)on2)=C(C#N)C1c1cccs1 (stereo not drawn)
-10,O=C(Nc1ccccc1-c1nc2ccccc2s1)c1ccc2c(c1)OCCO2
-7,CCN(CC)CCCNC(=O)c1cc2c(=O)n3cccc(C)c3nc2s1
-33,O=C(Nc1ccc(Br)cc1)c1cc2nc(-c3cccs3)cc(C(F)(F)F)n2n1
-5,Cc1ccc(-c2nnn(CC(=O)NC3CC4CCC3C4)n2)cc1 (stereo not drawn)
-4,COc1cccc(C(=O)N2CCN=C2SCc2cccnc2)c1OC
-4,Cn1c(Cn2c(=O)sc3ccccc32)nnc1SCC(=O)NCc1ccccc1Cl
1,CCCSc1nc2nc3c(cc2c(=O)n1-c1ccc(OC)cc1)COC(C)(C)C3
3,Cn1c(=O)c2c(nc(N3CCCCCC3)n2CC(=O)c2ccccc2)n(C)c1=O
-2,CCSc1nnc2c(n1)OC(c1ccc(C(C)(C)C)cc1)Nc1ccccc1-2 (stereo not drawn)

More entries follow.
14-3-3g Raf,canonical_smiles
1,CCCCn1c(=N)n(CC(O)COc2ccc(C)cc2)c2ccccc21 (stereo not drawn)
-13,Cc1ccc(SC(C)c2nc(-c3cccnc3)no2)cc1 (stereo not drawn)
-5&-2,CC(C)Cn1cc(C(=O)NCCCN2CCCC2=O)c2c3ccccc3n(C)c2c1=O
-1,Cc1c(CCN2C(=O)OC3(CC(C)(C)NC(C)(C)C3)C2(C)O)c2ccccc2n1C (stereo not drawn)
2,COc1ccc(C=CC2=NN(c3ccccc3F)C(c3ccc(OC)cc3)C2)cc1 (stereo not drawn)
9,Cc1ccccc1NS(=O)(=O)c1cc(C(N)=O)ccc1C
-9,O=C1c2ccccc2C(=O)N1CC1c2ccccc2CCN1S(=O)(=O)c1ccc([N+](=O)[O-])cc1 (stereo not drawn)
-1,COc1ccccc1CN1CC(C(=O)N2CCN(c3ccc(F)cc3)CC2)CC1=O (stereo not drawn)
-3,CC1=C(C(=O)OCc2ccccc2)C(c2ccccc2[N+](=O)[O-])NC(=O)N1C (stereo not drawn)
-2,COc1ccc(C(=O)NCC2(c3ccccc3)CCCC2)c(OC)c1
-2,Cc1nn(-c2nc3ccccc3n2Cc2ccccc2)c2c1C(=O)CC(C)(C)C2
-8,Cc1ccc(N(CC(O)CN(C)C)S(=O)(=O)c2ccccc2)cc1 (stereo not drawn)
0,CCOC(=O)c1sc(=N)n(-c2ccc(OC)cc2)c1C
-9,CCOC(=O)c1cc(-c2ccco2)nc2c1c(C)nn2-c1ccccc1
1,C=CCNC(=O)c1cc(=O)[nH]c2ccc(S(=O)(=O)N3CCCC(C)C3)cc12 (stereo not drawn)
1,CCCCN(C)C(=O)C1c2cc(OC)c(OC)cc2C(=O)N(C)C1c1cccs1 (stereo not drawn)
-8,COc1cccc(C(=O)CN2CCC(NC(=O)NC3CCCCC3)CC2)c1
2,O=C(CNS(=O)(=O)c1ccccc1)OCC(=O)c1cccc([N+](=O)[O-])c1
-6,CC1=C(C(=O)Nc2ccc(C)cc2)C(c2ccc(Br)cc2)n2ncnc2N1 (stereo not drawn)
-1,C=CCSc1ncccc1C(=O)NCC1COc2ccccc2O1 (stereo not drawn)
0,CNC(=O)CN(c1ccc(C)cc1)S(=O)(=O)c1ccc(OC)cc1
-16,COc1ccc(Nc2cc(C(=O)N3CCN(c4ccccn4)CC3)c3ccccc3n2)c(OC)c1
0,CCn1c(COc2cccc(C)c2)nnc1SCC(=O)N1CCCC1
-2,CC(C)(C)c1cc(CCC#N)cc(C(C)(C)C)c1O
5&-8,CCCN1CCN(C(=O)c2cn(CC(C)C)c(=O)c3cc(OC)c(OC)cc23)CC1
-1,CC(=O)c1c(C)nc2ccc(Br)cc2c1C(=O)O
1,CCN(CC)CCn1c(=S)[nH]c2ncccc2c1=O
-16,COc1ccccc1C(=O)Nc1cc(Br)cc2cccnc12

Exported as labelled records: entries from further up
Compound: O=C(CNS(=O)(=O)c1ccccc1)OCC(=O)c1cccc([N+](=O)[O-])c1
  14-3-3g Raf: 2
Compound: CC1=C(C(=O)Nc2ccc(C)cc2)C(c2ccc(Br)cc2)n2ncnc2N1 (stereo not drawn)
  14-3-3g Raf: -6
